From PubChem BioAssay
sEH inh – soluble epoxide hydrolase (human) inhibition | P34913 | recombinant human sEH enzymatic activity assay | inhibition, % at 2 µM | actives 0.34% (n = 91,000); in the data active = inhibition above about 80%; note: values of inactives mirror those of a sister screen read the other way; many of its hits are not listed in these tables
HUVEC tox TNFa – HUVEC cytotoxicity counter-screen, TNF alpha stimulated; cell count reduction, % at 2 µM; actives 0.17% (n = 93,000); HUVEC TNFalpha-stimulated, Hoechst cell count, imaging;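 active = cell count reduction exceeding the screen mean by over 5 SD, scaled to untreated wells per plate, cut at about 78% in these data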;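 note: cells counted after 24 h of TNF alpha exposure following the 1 h pretreatment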
HUVEC tox IL1B – toxic to HUVEC cells under IL-1B stimulation; AID 845; actives 0.41% (n = 94,000); HUVEC cell count loss, Hoechst imaging, IL-1B stimulated; cell count reduction, % at 2 µM;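 active = cell count reduction more than 3 SD above the screen-wide mean, cut at about 70% in these data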;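 note: normalized per plate to untreated control cells as the no-loss baseline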
PLK1 kinase inh – inhibitors of human PLK1 kinase; P53350; recombinant PLK1 kinase, TR-FRET peptide phosphorylation; inhibition, % at 10 µM; actives 0.53% (n = 97,000);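 active = inhibition of 50% or more in the single-concentration screen; inactive = inhibition below 50%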;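 note: 0% = DMSO max control and 100% = H-89 dihydrochloride min control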
Target sequence (P53350 whole entry, looked up): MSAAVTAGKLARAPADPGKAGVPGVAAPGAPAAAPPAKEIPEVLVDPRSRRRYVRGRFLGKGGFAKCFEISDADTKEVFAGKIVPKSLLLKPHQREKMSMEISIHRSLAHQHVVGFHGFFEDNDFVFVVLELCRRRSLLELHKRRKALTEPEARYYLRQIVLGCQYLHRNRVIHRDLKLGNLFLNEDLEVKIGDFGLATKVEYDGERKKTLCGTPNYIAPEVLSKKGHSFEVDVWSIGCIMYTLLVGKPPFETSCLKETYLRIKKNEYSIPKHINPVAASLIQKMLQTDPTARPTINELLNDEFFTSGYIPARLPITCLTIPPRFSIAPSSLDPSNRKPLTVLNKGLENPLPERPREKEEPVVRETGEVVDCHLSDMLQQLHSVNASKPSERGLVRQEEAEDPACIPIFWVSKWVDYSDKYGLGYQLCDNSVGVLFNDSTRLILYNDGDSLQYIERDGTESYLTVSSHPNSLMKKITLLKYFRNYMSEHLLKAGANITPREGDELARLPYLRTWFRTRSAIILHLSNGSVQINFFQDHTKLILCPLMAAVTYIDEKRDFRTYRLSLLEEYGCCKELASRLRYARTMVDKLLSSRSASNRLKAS
E coli WT exp – growth inhibitors of E. coli BW25113 wild type. OD600 absorbance. growth inhibition, % at 100 µM. actives 0.15% (n = 98,000). AID 710;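 active = growth inhibition above about 50% at one test dose, limit read from the data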;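 note: growth measured after 20 h incubation at 37 °C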
cytoskel mod – modifiers of cytoskeleton assembly; inhibition, % at 2 µM; AID 836; actives 0.18% (n = 91,000); HUVEC TNFa F-actin phalloidin imaging, high content;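 active = inhibition above the batch mean plus 3 SD and confirmed as a hit by visual image inspection, cut at about 30% in these data, passing the limit was not always enough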; note: strong numbers were not always called active
hDAT+cocaine – changed human dopamine transporter uptake under cocaine IC80. AID 449768. Q01959. LLC-PK1 hDAT cells, [14C]-dopamine uptake with cocaine IC80; actives deviate in either direction. B-score at 10 µM. actives 1.3% (n = 110,000);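 active = Z score or B-score, a plate-position-corrected score, falls beyond the plate's 99.7% confidence bounds, in either direction; inactive = both scores lie inside the 99.7% bounds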;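 note: scored against the spread of the other compound wells on the same plate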
VCAM1 TNFa inh – reduces TNF alpha induced VCAM1 expression in HUVEC; HUVEC TNFa-induced VCAM-1 immunofluorescence, high-content imaging; inhibition, % at 2 µM; actives 0.48% (n = 95,000); AID 802;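 active = inhibition above the batch mean plus 3 SD, with images confirmed as a hit by eye, cut at about 37% in these data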;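 note: 0% = TNF-stimulated DMSO wells and 100% = unstimulated control wells; not every result past the cut was called active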
Plk1 PBD FP – inhibitors of human Plk1 polo box domain binding | Plk1 PBD phosphopeptide binding, fluorescence polarization | inhibition, %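 (tested at about 20 µM)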 | P53350 | actives 0.13% (n = 97,000); in the data active = inhibition above about 34%, passing the limit was not always enough
* = called active by the depositor; / = no result given; & = joins results of further samples. Compounds were not picked by outcome; 3.4% or so of the library scored in one or more.

Start of the listing, in advance:
SMILES | sEH inh | HUVEC tox TNFa | HUVEC tox IL1B | PLK1 kinase inh | E coli WT exp | cytoskel mod | hDAT+cocaine | VCAM1 TNFa inh | Plk1 PBD FP
N/C(=N\OC(=O)c1cc(-c2ccccc2)nc2ccccc12)c1ccc(Cl)cc1 | 8.1 | -22.4 | 11.8 | -8.2 | -1.0 | -1.8 | 0.617 | -10.6 | 2.5
CC(C)Oc1ccc(S(=O)(=O)N(C(C)C)C(C)C)cn1 | -3.8 | -2.9 | -30.5 | -11.9 | / | -0.7 | 0.0143 | 13.1 | -3.3
COc1ccccc1NC(=O)COc1ccccc1 | 5.8 | -17.0 | -13.5 | -8.6 | -2.0 | -5.7 | -0.216 | 10.5 | -4.9
CCCC(=O)Nc1nc(-c2ccc(OC)cc2)cs1 | -4.8 | 0.0 | -18.6 | -3.8 | 5.0 | 6.6 | 1.32 | -3.9 | -7.6

This part in full, from the start:
SMILES | sEH inh | HUVEC tox TNFa | HUVEC tox IL1B | PLK1 kinase inh | E coli WT exp | cytoskel mod | hDAT+cocaine | VCAM1 TNFa inh | Plk1 PBD FP
N/C(=N\OC(=O)c1cc(-c2ccccc2)nc2ccccc12)c1ccc(Cl)cc1 | 8.1 | -22.4 | 11.8 | -8.2 | -1.0 | -1.8 | 0.617 | -10.6 | 2.5
CC(C)Oc1ccc(S(=O)(=O)N(C(C)C)C(C)C)cn1 | -3.8 | -2.9 | -30.5 | -11.9 | / | -0.7 | 0.0143 | 13.1 | -3.3
COc1ccccc1NC(=O)COc1ccccc1 | 5.8 | -17.0 | -13.5 | -8.6 | -2.0 | -5.7 | -0.216 | 10.5 | -4.9
CCCC(=O)Nc1nc(-c2ccc(OC)cc2)cs1 | -4.8 | 0.0 | -18.6 | -3.8 | 5.0 | 6.6 | 1.32 | -3.9 | -7.6
Cc1ccc(C2(CC(=O)N3CCCC3)CCOC(C(C)C)C2)cc1 (stereo unspecified) | -8.2 | -7.3 | -2.5 | -2.0 | -2.0 | 1.5 | -0.00503 | 10.2 | 14.1
O=C(CSc1nnc(-c2c[nH]c3ccccc23)n1-c1ccc(F)cc1)NCc1ccco1 | 10.3 | -13.0 | -44.9 | -1.7 | / | 0.1 | 0.00918 | 1.7 | -21.4
CCN=c1scc(C)n1/N=C/c1ccc(O)c(O)c1O | 7.2 | -7.8 | 17.8 | 54.6* | 15.0 | 3.0 | -0.542 | -38.0 | -8.8
CC(C)OC(=O)CSc1n[nH]c(-c2cccnc2)n1 | -7.0 | 16.4 | 48.4 | -7.1 | 6.0 | -24.4 | / | -5.3 | 3.3
CC(C)c1cccc(C(C)C)c1OCCCCN1CCCC1 | -16.3 | 5.2 | / | -4.4 | 3.0 | 5.9 | -0.69 | -2.0 | 8.9
CS(=O)(=O)N(CC(=O)NCc1ccncc1)Cc1ccc(Cl)cc1 | -5.6 | -33.0 | 3.1 | -5.5 | 5.0 | -5.8 | -0.0696 | 12.9 | -19.5
CCc1nnc(NC(=O)C2CCN(c3nccc(C)n3)CC2)s1 | 7.3 | -8.4 | -19.5 | -2.4 | 0.0 | -17.0 | 1.31 | -8.1 | 29.4
CC(=O)Nc1ccc(S(=O)(=O)N(C)CCOCc2ccccc2)cc1 | 0.2 | -20.2 | -5.6 | -10.4 | 3.0 | 7.7 | -0.339 | -9.1 | -9.4
O=C1NC(=Nc2cccc(Cl)c2)SC1Cc1cccc(Cl)c1Cl (stereo unspecified) | 19.6 | -3.3 | -16.7 | -10.4 | -5.0 | 6.6 | -0.247 | 6.3 | 1.6
CCOC(=O)C1CCN(C(=O)c2ccccc2NC(C)=O)CC1 | 1.0 | -52.2 | 5.1 | -12.2 | 3.0 | -3.1 | -0.333 | -10.1 | 10.5
Cc1ccc(NC(=O)CSc2ncn(-c3ccccc3)n2)cc1C | 14.0 | -27.8 | -20.3 | 6.2 | / | 14.7 | 0.136 | 6.5 | -5.7
CCOc1ccccc1NC(=O)c1ccccc1-c1nc(-c2ccccc2)no1 | -10.5 | 11.5 | 35.7 | -4.2 | -11.0 | -39.1 | -0.0332 | -14.9 | -9.8
CCOC(=O)C1CCN(C(=O)CCN2C(=O)C3C4C=CC(C4)C3C2=O)CC1 (stereo unspecified) | 3.8 | -0.8 | -5.4 | -6.6 | -3.0 | 5.9 | -0.328 | 15.5 | 9.2
N#Cc1ccc(OCc2nnc(SCC(=O)N3CCCc4ccccc43)n2-c2ccccc2)cc1 | -0.3 | -12.5 | 16.7 | -9.3 | -10.0 | -11.9 | 0.896 | -6.5 | -15.9
O=C(Nc1ccccc1N1CCOCC1)c1ccc(Br)o1 | -18.4 | -6.7 | -51.5 | -8.4 | -2.0 | 1.8 | -0.618 | -4.3 | 2.0
CCOC(=O)c1cc2c(=O)n3cccc(C)c3nc2n(CCCOC)c1=NC(=O)c1cccnc1 | / | -0.9 | -0.8 | -10.2 | -2.0 | -23.1 | -0.119 | -7.0 | 0.2
CC1Cc2ccccc2N1C(=O)CSc1nnnn1C(C)C (stereo unspecified) | -4.9 | -10.6 | 6.7 | -8.1 | 6.0 | -18.3 | -0.703 | 21.2 | -9.8
COCCNC(=O)C(c1ccc(C)o1)N(Cc1ccc(F)cc1)C(=O)Cn1nnc2ccccc21 (stereo unspecified) | 4.5 | -7.0 | -36.9 | -3.4 | -3.0 | -30.2 | -0.0182 | 20.0 | 0.3
CCn1c(SCC(N)=O)nc2c1c(=O)n(C)c(=O)n2C | 9.2 | 19.0 | -5.8 | -4.6 | -3.0 | -12.4 | -0.158 | 6.0 | -31.6
COc1ccccc1Nc1nc2ccccc2[nH]1 | 5.2 | -13.4 | -22.0 | -4.9 | 16.0 | -2.3 | 0.403 | 23.1 | 13.4
O=C(NCCN1CCOCC1)c1ccccc1Oc1ccccc1 | -6.4 | 1.9 | -5.2 | -4.7 | 3.0 | -13.8 | -0.155 | -14.5 | -20.7
C=CCn1c(CNC(=O)c2cccs2)nnc1SCC(=O)Nc1ccc(C(=O)O)cc1 | 9.5 | -23.0 | -22.8 | -6.2 | -1.0 | 0.7 | -0.0283 | 9.5 | -6.0
CO[C@@H]1O[C@@H]2COC(c3ccccc3)O[C@@H]2[C@@H](OC)[C@@H]1O (stereo partly specified) | 6.9 | -2.6 | 27.5 | -15.1 | / | -5.3 | -0.992 | -2.4 | 28.7
C=C(Cl)COc1ccc2c(CCCC)cc(=O)oc2c1 | 4.1 | 1.3 | 9.1 | -1.6 | 4.0 | 6.8 | -0.0208 | -0.5 | -10.1
C=CCOCCN1C(=O)C2C(c3ccccc3)C=CC(c3ccccc3)C2C1=O (stereo unspecified) | 4.6 | -3.7 | -12.9 | -11.9 | 8.0 | 13.4 | 0.369 | -5.0 | 1.3
CCOC(=O)[C@H]1CCC[C@@H](NS(=O)(=O)c2ccc(NC(C)=O)cc2)C1 | 0.3 | -6.9 | 3.3 | -6.0 | -10.0 | 2.2 | 0.0647 | -12.3 | 0.6
Cc1cc(C)c2c(CC(=O)NCc3ccco3)coc2c1 | 14.5 | -13.0 | -27.0 | 5.8 | 0.0 | 5.3 | 0.186 | 10.4 | 21.7
O=S(=O)(NCC1CCCO1)c1ccc(Br)s1 (stereo unspecified) | -11.2 | 0.5 | 9.2 | -4.4 | 9.0 | -11.9 | -1.18 | 24.4 | -9.7
Cc1ccc(-c2cc(-c3cccc(F)c3)n[nH]2)c(O)c1 | 12.2 | -7.8 | -15.1 | -8.0 | 13.0 | -7.9 | 0.163 | 17.1 | 1.8
COCCN1CSC(=S)N(Cc2ccco2)C1 | -8.0 | -37.3 | -56.9 | 2.6 | 62.0* | / | 0.335 | 6.1 | 25.7
CCCCn1nc(NC(=O)c2cccs2)c2cc3cc(OC)ccc3nc21 | -33.6 | -2.6 | -2.5 | 4.0 | -13.0 | 25.7 | 0.731 | 2.6 | 17.5
O=C(CCCN1C(=O)CCC1=O)Nc1ccccc1F | -7.0 | 1.3 | -6.2 | -4.3 | -5.0 | -5.0 | 0.00798 | 4.6 | 5.2
CCOC(=O)Cc1ccc(NC(=O)c2ccc(C(C)(C)C)cc2)cc1 | -2.4 | 5.7 | -11.3 | 5.5 | -16.0 | -17.9 | -0.331 | -29.2 | 7.4
COc1cccc(CN(Cc2cccnc2)S(=O)(=O)c2ccc(-n3cnnn3)c(C)c2)c1OC | -0.5 | -30.3 | 15.5 | -4.9 | 4.0 | 59.7 | 0.64 | 16.2 | 3.8
CCOc1ccccc1NC(=O)C1CCN(S(=O)(=O)c2cccc3cccnc23)CC1 | -5.8 | -9.8 | -9.0 | -15.7 | -5.0 | 5.5 | / | 4.6 | -14.4
COc1cc(C(=O)Nc2ccc(S(=O)(=O)Nc3nccc(C)n3)cc2)cc(OC)c1OC | -8.9 | -6.2 | 33.1 | -11.5 | 7.0 | -2.0 | 0.191 | -2.5 | 0.5
Cc1ccc(C)c(NC(=S)N2CCC(N(C)CC3CCCO3)CC2)c1 (stereo unspecified) | 6.9 | -12.9 | -37.8 | -7.2 | -6.0 | 10.1 | -0.34 | 1.0 | -8.3
Cc1nn(-c2cc(N3CCCCC3)ccc2N)c(=O)c2ccccc12 | -5.6 | -20.2 | -27.4 | -4.4 | / | -12.2 | 0.0823 | -2.0 | -0.1
Cc1nc2oc3c(NCC4CCCO4)ncnc3c2c2c1COC(C)(C)C2 (stereo unspecified) | / | -36.4 | -3.8 | -15.0 | 2.0 | 13.5 | 2.15 | 8.4 | -13.6
O=C1CC(N2CCN(Cc3ccccc3)CC2)C(=O)N1c1ccc2c(c1)OCCO2 (stereo unspecified) | -1.4 | 7.2 | -82.9 | -10.5 | -1.0 | 4.9 | 0.0407 | -1.0 | 2.9
CC1(C)CC(=O)c2cc(C(=O)N3CCN(CCO)CC3)c(=O)n(-c3ccc(Cl)cc3)c2C1 | -1.9 | -8.0 | -25.7 | -6.3 | 5.0 | -0.8 | -1.04 | 11.6 | -8.9
C=C1c2ccccc2NC(=O)N1c1ccc(C)cc1 | 2.4 | -26.8 | -19.9 | 0.9 | 9.0 | 9.2 | 1.06 | -21.6 | 16.5
CCCc1oc(C(=O)O)cc1CN | 23.4 | -13.8 | -19.2 | 0.5 | 2.0 | -6.7 | 0.315 | -18.7 | 21.9
O=C(CSc1n[nH]c(C2CCCC2)n1)NC1CCCC1 | / | 10.6 | / | -12.0 | 6.0 | -10.7 | -1.36 | -4.7 | -9.5
Cc1ccc(Oc2nc3ccccc3n3c(C)nnc23)cc1 | 17.2 | 3.5 | -25.5 | -10.7 | -2.0 | 16.9 | -0.00682 | -18.1 | -16.3
CCc1c(C)c2cc(Cl)c(O)c(CN(CC)CC)c2oc1=O | 6.1 | / | -15.0 | -5.0 | -2.0 | / | 0.126 | / | 19.2
O=C(CSc1nnc(Cn2nnc3ccccc32)o1)N(Cc1ccc(F)cc1)c1ccccc1 | -11.9 | 4.8 | -5.5 | -12.4 | -22.0 | 4.3 | 0.325&-0.0441 | -4.4 | 13.3
Cc1ccc(-c2ccnc3nc(Sc4ncc(C(F)(F)F)cc4Cl)nn23)cc1 | -0.4 | -0.6 | -89.7 | -15.6 | -3.0 | -18.4 | -0.208 | -0.4 | -3.0
O=C(/C=C/c1ccco1)NC(=S)Nc1ccc(Cl)cn1 | 24.4 | -3.1 | -10.8 | 2.2 | -12.0 | 2.4 | -0.782 | -8.5 | 13.7
Fc1ccccc1-c1nc(-c2ccc(Cl)cc2)no1 | -10.3 | 9.2 | / | -12.1 | / | 21.9 | 0.00728 | 23.8 | 14.0
CC(=O)Nc1ccc(S(=O)(=O)N2CCSC2c2ccccc2)cc1 (stereo unspecified) | 8.7 | 6.3 | 0.0 | -16.1 | -5.0 | 9.1 | -1.09 | 0.2 | -8.5
CSc1nnc([C@H](C)NC(=O)OC(C)(C)C)o1 | 0.1 | -13.8 | -29.3 | -16.9 | -1.0 | 6.6 | -0.0784 | 6.6 | -26.1
